b-catenin transl: alters nuclear translocation of beta-catenin in HeLa cells | immunofluorescence imaging | hit rate 0.3% among 190,000 | AID 1665 | nuclear translocation activity, % at 5 µM;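 active means nuclear translocation activity above 50% at 5 µM, with a well cell count of 50 or more; inconclusive means wells under 50 cells across six images, flagged as toxic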;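 further: per-cell ratio of nuclear to cytoplasmic median beta-catenin stain intensity; plate controls were DMSO negative control for no effect and GSK-3 inhibitor IX positive control for full effect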
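assay system = human HeLa cells, endogenous beta-catenin | times = compound treatment 24 h, 37°C, 5% CO2 | detection = Anti-beta-catenin immunofluorescence on PFA-fixed, Triton-permeabilized cells, DAPI nuclei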
Dynein cargo inh: dynein cargo transport inhibition; 3617.4 mouse cells, GR-EGFP nuclear translocation imaging; test concentration mostly 20 µM; stimulated with dexamethasone, 1 µM; hits give low values; z-score, hits read low; hit rate 0.47% among 220,000; AID 1381;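 active means plate z-score of nuclear minus cytoplasmic receptor signal below a set negative limit, without overly bright fluorescence or cell loss, cut at about -3.5 in these data, passing the limit was not always enough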;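 further: z-score of nuclear minus cytoplasmic ring GR-EGFP intensity difference per well; some compounds called inactive have numbers as strong as hits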
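Buffer or medium: tet-free medium with charcoal-stripped serum / Also added: dexamethasone agonist, 1.0 µM final, for 30 min / Timing: induction 48 h, compound 1 h, agonist 30 min / Measured by: high-content fluorescence imaging after fixation / Read-out: nuclear-to-cytoplasmic GR-EGFP distribution per well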
Yfh1-depleted yeast: mitochondrial function rescue without frataxin homolog – Friedreich's ataxia, plus single-dose screen, dose response (AID 1465). S. cerevisiae Yfh1-off respiration, WST-1 reduction, 72 h; higher fold induction means a stronger effect. one-dose fold induction at 50 µM; EC50 in µM for titrated hits. hit rate 0.074% among 220,000;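 active means fold induction of absorbance versus untreated yeast above a set limit, then at least 30% activation at any dose in follow-up; inconclusive means repeats straddling the limit, or above it without dose testing; inactive means fold induction below the set limit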;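 further: activators that raise dye reduction in frataxin-depleted yeast; strong numbers were not always called active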
MT stabilizer: microtubule stabilization, imaging screen; HeLa tubulin immunostaining HCS, 24 h; share of cells brighter than vehicle mean+2SD; % tubulin-high responders, % at 10 µM; hit rate 0.83% among 200,000;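 active means plate Z-score above 3 for both tubulin-high and condensed-nucleus cell shares, with cell loss under 80%, at 10 µM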;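 further: anti alpha tubulin signal scored within the nucleus-defined area of each cell; some results filed as inactive read as strong as hits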
Autophagy HCS: alters autophagy in cells; MEF GFP-LC3 puncta imaging; test concentration mostly 10 µM; calls only at 10 µM (by protocol); hit rate 0.98% among 190,000; AID 463193;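 active means percentage of spot-positive cells more than 3 SD above its plate mean, without a fluorescence outlier flag or 80% toxicity; inconclusive means no clear call, values can overlap the other calls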;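 further: spot-positive cell cutoff set from DMSO-treated cells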
Insulin prom up: MIN6 insulin promoter up-regulation; MIN6 insulin promoter-GFP reporter, high-content imaging; hits give high values; z-score at 5 µM; hit rate 0.3% among 190,000; AID 1625;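 active means z-score above 3 at 5 µM with at least 500 cells counted in the well; inconclusive means wells under 500 cells, flagged as cytotoxic or low count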
Lipid droplet: hepatic lipid droplet formation modulation | AML12 mouse hepatocytes, oleate lipid droplets, BODIPY imaging | inhibition, % at 6.5 µM | hit rate 0.4% among 240,000 | AID 1656;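 active means lipid droplet intensity inhibited by at least 50%, with more than 500 cells counted; inconclusive means wells with under 300 cells, treated as cytotoxic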
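Test system: AML12 hepatocytes (mouse); reagent: oleate loading, 100 µM; dosing: one dose, 6.5 µM compound; incubation: overnight exposure; signal: fluorescence imaging, 20x objective, two fields per well; read-out basis: % inhibition of corrected integrated BODIPY droplet signal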
WT yeast gro inh: growth inhibition of WT yeast, mitochondrial fusion screen; mitochondrial fusion phenotypic screen, WT strain; inhibition, % at 10 µM; hit rate 2.1% among 190,000; AID 1362; in the data active means inhibition above about 58%; tested in S. cerevisiae
HEK293 NOD2/NF-kB: inhibition of NOD2-driven NF-kB reporter – cell-based, luminescence, uHTS, HEK293 (AID 1566); HEK293 NOD2/NF-kB luciferase reporter, luminescence; higher % means a stronger effect; one-dose inhibition, % at 4 µM; EC50 in µM for titrated hits; hit rate 0.63% among 290,000; in the data active means inhibition above about 50%; further: many of its hits are not listed in these tables
WT yeast gro inh mutant strain: recorded beside WT yeast gro inh, whose call it bears; inhibition, %; mitochondrial fusion phenotypic screen, mutant strain inhibition
Dynein cargo inh cytoplasmic EGFP: recorded beside Dynein cargo inh, whose call it bears; z-score; measured here: cytoplasmic GR-EGFP intensity; hits give high values
Dynein cargo inh nuclear GR-EGFP: further read-out of Dynein cargo inh, marked with its call; z-score; measured here: nuclear GR-EGFP intensity;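 lower value marks the stronger effect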
Dynein cargo inh cell count: further read-out of Dynein cargo inh, marked with its call; z-score; measured here: cell count per field
Insulin prom up cell count: further read-out of Insulin prom up, marked with its call; cell count; measured here: cytotoxicity, nuclei count;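 total cells summed across four imaged fields per well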
Lipid droplet cells 6.5 µM: recorded beside Lipid droplet, whose call it bears; cell count; measured here: cell count, cytotoxicity flag;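 cells counted across two imaged fields per well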
b-catenin transl cell count 5 µM: second read-out of b-catenin transl, no call of its own (marks repeat the call); cell count; measured here: cell count, cytotoxicity flag
MT stabilizer Hoechst-high %: also measured in MT stabilizer; calls as there; % Hoechst-high responders; measured here: nuclear condensation Hoechst responders;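 share of cells brighter than vehicle mean plus two SD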
MT stabilizer cytotoxicity %: second read-out of MT stabilizer, no call of its own (marks repeat the call); toxicity, %; measured here: cytotoxicity by cell density;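 0% = mean cell density of plate MIN control wells and 100% = no cells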
Autophagy HCS cell loss 18 h: further read-out of Autophagy HCS, marked with its call; toxicity, %; measured here: cell loss, nuclei count;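 cell loss after 18 h compound exposure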
The depositor's hits bear a star; i = inactive; ? = inconclusive; nt = not tested or not shown; + = active, no number. An excerpt, so the mix of outcomes need not match the whole.

Each structure is followed by: b-catenin transl	b-catenin transl cell count 5 µM	Dynein cargo inh	Dynein cargo inh cytoplasmic EGFP	Dynein cargo inh nuclear GR-EGFP	Dynein cargo inh cell count	Yfh1-depleted yeast	MT stabilizer	MT stabilizer Hoechst-high %	MT stabilizer cytotoxicity %	Autophagy HCS	Autophagy HCS cell loss 18 h	Insulin prom up	Insulin prom up cell count	Lipid droplet	Lipid droplet cells 6.5 µM	WT yeast gro inh	WT yeast gro inh mutant strain	HEK293 NOD2/NF-kB
- O=C(Nc1ccc2c(c1)OCO2)C1CCCCN1S(=O)(=O)c1ccc(F)cc1 (stereo not drawn)
→ 4.0	1425	-0.31	-0.21	0.15	-0.03	i	2.2	2.6	9.3	nt	nt	-0.15	1277	nt	nt	-1	-10	-10%
- Oc1ccc2oc3c(c2c1C=NCc1ccncc1)CCCC3
→ 1.4	1357	-0.53	-0.25	-0.34	0.95	i	nt	nt	nt	nt	nt	-0.03	1061	-1	741	nt	nt	4%
- CCOc1cc(C2C3=C(CCCC3=O)Nc3nc(C(=O)OC)nn32)ccc1OC (stereo not drawn)
→ nt	nt	0.95	0.0051	0.36	-0.77	i	4.0	1.7	2.7	i	-3	nt	nt	nt	nt	-7	-14	2%
- O=C(COc1ccccc1)NNC(=O)c1cc2ccccc2oc1=O
→ -3.1	1172	0.7	-0.093	0.72	-0.86	i	3.0	2.5	4.5	i	0	-0.41	1424	-20	638	6	6	1%
- NC(=O)CCn1c(=O)oc2ccccc21
→ nt	nt	-0.15	-0.22	0.25	0.14	i	3.7	3.0	3.8	i	1	-1.4	1339	-36	718	7	-9	-22%
- Cc1cc2sc3ccccc3c(=O)c2c(C)c1O
→ 3.1	934	-0.43	0.29	0.22	-0.41	i	4.2	2.0	5.2	i	-8	-0.05	1400	-1	716	3	5	-56%
- COc1cc(/C=C(/C#N)C(=O)c2c(C)[nH]c3ccccc23)ccc1OCC#N
→ -0.7	1446	2.3	-0.46	1.3	-2.3	i	nt	nt	nt	nt	nt	-0.3	728	-7	659	nt	nt	5%
- Brc1cc(Br)c2nc(-c3cccs3)ccc2c1
→ 0.1	1153	2.9	-0.024	1.7	-1.6	i	3.9	1.4	7.9	i	1	nt	nt	-2	729	6	-10	-4%
- CCOC(=O)c1c(C2CC2)csc1NC(C)=O
→ 0.0	1007	1.4	-0.24	0.76	0.46	i	4.7	1.2	2.4	i	-7	0.52	1785	0	631	-6	8	16%
- CSc1ccc(Cl)c(C(=O)Nc2ccc(OCC(N)=O)cc2)c1
→ -1.3	1345	-0.33	-0.19	-0.25	-0.12	i	1.7	1.2	7.0	i	-1	0.87	1526	nt	nt	0	8	7%
- CC(O)CNc1nc2ccccc2n1CC(=O)NCCc1ccc(Cl)cc1 (stereo not drawn)
→ nt	nt	-0.59	-0.25	-0.16	0.13	i	2.3	1.4	4.7	i	33	-0.35	829	0	764	8	14	3%
- CONc1nc2nonc2nc1NOC
→ -1.5	594	-0.26	-0.21	0.5	0.35	i	2.9	2.3	8.7	i	11	-0.16	1234	6	570	-12	-1	16%
- Cc1cc(C)c(NC(=S)NC(NC(=O)c2ccccc2)C(Cl)(Cl)Cl)c(C)c1 (stereo not drawn)
→ -1.3	981	-0.96	-0.32	-0.79	1.6	i	3.7	3.1	3.6	i	-2	-0.56	2241	14	621	22	-13	-35%
- CCOc1cc(-c2nc3ccccc3s2)ccc1O
→ 7.8	1004	-0.54	-0.062	-0.3	0.4	i	nt	nt	nt	nt	nt	-0.33	1345	2	696	nt	nt	24%
- COc1cccc(CNC(=O)c2cc(COc3c(F)cccc3F)on2)c1
→ 0.6	1054	-0.38	-0.32	-0.3	1	i	3.9	1.2	5.8	i	-1	-1.4	1319	9	718	14	15	-16%
- Cn1/c(=N/N=C/c2ccccn2)sc2ccccc21
→ -1.9	1114	-0.68	-0.38	-0.82	1.2	i	3.7	0.8	9.7	i	-1	0.42	1184	-10	669	26	12	-83%
- C/C(=N\O)C(C)(C)Nc1ccc(F)cc1
→ 1.8	1391	1.4	-0.21	1.3	-1.1	i	nt	nt	nt	nt	nt	1.1	1125	28	713	nt	nt	-28%
- CC(C)=CCN1CCN(Cc2cc(C(C)C)n[nH]2)CC1CCO (stereo not drawn)
→ -0.3	1013	-0.53	-0.32	-0.28	0.95	i	1.3	1.6	6.0	i	9	-0.09	1555	-24	625	-8	16	16%
- COc1ccc(NS(=O)(=O)c2cc(NC(=O)c3cnccn3)ccc2N2CCCC2)cc1
→ -0.1	921	1.1	-0.2	0.7	-1.2	i	3.0	2.8	7.7	i	-10	nt	nt	-4	645	9	-9	2%
- O=C(O)c1ccc(Oc2ccc(C(F)(F)F)cn2)cc1
→ -2.7	1131	1.5	-0.33	0.59	-0.65	i	2.5	2.1	2.6	i	-1	0.05	1245	13	713	-9	-5	-2%
- N#C/C(C(=O)NCCc1ccccc1)=C1/N=C(NC(=O)c2cccs2)c2ccccc21
→ 49	269	1.2	-0.044	0.66	-1.2	i	12*	51*	46*	+	15*	0.49	1109	12	511	20	11	-2%
- O=C(CN1CCN(c2ccc(F)cc2)CC1)Nc1ccc(F)c(F)c1
→ -1.1	1036	0.89	-0.18	0.32	-0.93	i	4.3	2.3	8.8	i	1	0.05	1786	-9	589	2	9	-7%
- O=C1c2ccccc2C(=O)C1c1ccncc1
→ -8.8	1275	-0.11	-0.22	0.13	0.42	i	5.9	3.4	3.6	i	5	0.18	1251	-16	744	8	4	-44%
- CCOc1ccc(Nc2nc(Cc3nnc(SCC(=O)NC4CCCCC4)n3C)cs2)cc1
→ nt	nt	-0.7	-0.1	-0.24	0.54	i	1.9	1.5	8.8	i	-2	nt	nt	20	792	-1	0	-6%
- C/C(N)=C(/C#N)C(=O)COC(=O)CCC1CCCC1
→ nt	nt	0.67	-0.2	0.75	-0.34	i	1.0	1.6	8.0	i	-1	-0.13	882	16	765	2	7	11%
- CC(NC(=O)Nc1ccc(F)cc1F)c1ccncc1 (stereo not drawn)
→ 0.4	1157	2	-0.18	1	-1.8	i	6.0	3.5	8.9	i	-6	0.31	1291	5	794	19	4	-5%
- Cc1ccc(C(=O)Nc2ccccc2N2CCN(C(=O)C(C)C)CC2)cc1C
→ 0.4	1003	-0.69	-0.14	-0.19	0.24	i	4.9	2.1	9.4	i	-9	nt	nt	-6	651	6	-9	8%
- O=C(CS(=O)(=O)c1cn(Cc2cccc(F)c2)c2ccccc12)N1CCOCC1
→ 6.3	1373	-0.3	-0.17	0.086	0.12	i	6.4	3.4	6.4	i	0	-1.2	1104	nt	nt	4	-32	8%
- CN(c1ccccc1C(=O)O)S(C)(=O)=O
→ -3.8	918	-0.36	-0.33	-0.14	0.46	i	3.8	4.3	6.5	i	-2	-0.25	1415	nt	nt	-11	2	4%
- COc1ccc(N2C(=O)CC(N3CCN(c4ccccc4F)CC3)C2=O)cc1 (stereo not drawn)
→ 0.3	1101	2.1	-0.12	1.9	-0.7	i	2.1	0.6	13	i	-4	0.13	1189	15	653	-12	-41	8%
- COCCn1c(C)nnc1SCC(=O)Nc1ccccc1[N+](=O)[O-]
→ 0.5	1010	-0.27	-0.27	-0.19	-0.36	i	1.3	2.0	6.0	i	1	-0.03	1485	3	733	-2	1	-1%
- Cc1ccc(-c2noc(C3CCCN(C(=O)c4ccc(F)cc4F)C3)n2)cc1 (stereo not drawn)
→ -0.2	1103	0.88	-0.3	0.81	0.42	i	2.0	3.4	20	i	-4	nt	nt	?	nt	7	-8	5%
- O=C(O)c1cc2n(n1)C(C(F)(F)F)CC(C1CC1)N2 (stereo not drawn)
→ 0.5	1305	1.6	-0.11	1.6	-2.4	i	nt	nt	nt	nt	nt	0.66	1178	25	698	nt	nt	3%
- Cc1nn(-c2ccccc2)c(Cl)c1/C=N\NC(=O)c1cnccn1
→ -1.9	581	0.22	-0.33	-0.26	0.21	i	1.6	1.7	8.2	i	-4	2.1	1179	4	752	4	-9	-3%
- CC(=O)Nc1cccc(OCc2cnc(Cl)s2)c1
→ -3.2	1073	1.2	-0.26	0.36	-0.52	i	3.3	1.5	9.0	i	-2	0.07	1620	-12	718	0	-13	-4%
- CCOC(=O)c1ccc(N2C(=O)C(O)=C(C(C)=O)C2c2ccccn2)cc1 (stereo not drawn)
→ -0.4	1241	1.7	-0.21	0.5	-0.46	i	0.9	2.3	6.5	i	12	-0.18	1203	12	778	20	10	20%
- C(=Nc1ccc(Nc2ccccc2)cc1)c1ccc2ccccc2c1
→ 0.8	997	2.2	0.35	0.98	-1.6	i	4.1	1.4	9.4	i	14	0.57	1556	-21	643	-11	-18	4%
- NC(=O)/C=C\C(=O)Nc1cccc(C(F)(F)F)c1
→ 2.2	1415	-1.6	0.14	-1	0.16	i	1.4	1.0	2.3	i	-2	0.49	1353	nt	nt	24	6	-8%
- CCn1c(=O)cc(SCC(=O)Nc2ccc(OC)c(OC)c2)c2ccccc21
→ nt	nt	-0.62	-0.041	-0.47	0.75	i	0.5	1.4	7.2	i	3	-1.1	979	-4	734	2	8	31%
